# BLM inh – qHTS Assay for Inhibitors of Bloom's syndrome helicase (BLM); RecQ-like DNA helicase BLM (Homo sapiens), P54132; recombinant BLM DNA unwinding, fluorescence dequenching; Potency, µM (titrated, usually from 56.1 µM), for inactives: at the top dose activity change, negative = inhibition, usual class: inhibitors; 350,000 tested, 0.2% active;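 also: plate controls were vehicle for no effect and no enzyme for full effect; nearly all actives have a fitted effect of over 35% in size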
# JMJD2A Tudor inh – qHTS Assay for Inhibitors of JMJD2A-Tudor Domain; Potency, µM (highest dose often 114 µM), without a hit: at the top dose activity change, negative = inhibition, hits mostly inhibitors; AlphaScreen JMJD2A-Tudor / H3K4me3 peptide binding; 390,000 tested, 4.4% active; also: % is scaled to controls: 0 for no effect and ±100 for the full control effect; nearly all actives have a fitted effect of over 50% in size
# APE1 inh – qHTS Assay for Inhibitors of the Human Apurinic/apyrimidinic Endonuclease 1 (APE1); 350,000 tested, 0.35% active; recombinant APE1, TAMRA/BHQ-2 abasic DNA cleavage fluorescence; AID 2517, 2012; Potency, µM (series often up to 65.8 µM), for inactives: at the top dose activity change, negative = inhibition, most hits filed as inhibitors;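 also: plate controls were vehicle for no effect and reference inhibitor for full effect; nearly all actives have a fitted effect of over 55% in size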
# Target sequence (P27695 whole entry, looked up): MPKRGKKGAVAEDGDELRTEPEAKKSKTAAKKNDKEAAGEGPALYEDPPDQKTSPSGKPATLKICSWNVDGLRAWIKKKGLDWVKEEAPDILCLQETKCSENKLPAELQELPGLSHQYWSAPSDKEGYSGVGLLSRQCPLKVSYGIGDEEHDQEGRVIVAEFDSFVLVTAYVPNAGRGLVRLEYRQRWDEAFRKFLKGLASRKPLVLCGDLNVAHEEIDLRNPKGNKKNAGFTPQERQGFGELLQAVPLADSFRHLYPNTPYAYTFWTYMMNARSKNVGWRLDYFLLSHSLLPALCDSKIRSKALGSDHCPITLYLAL
#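 Measures dequenching upon AP-site incision of a 5'-TAMRA/3'-BHQ-2 THF-containing duplex, 50 nM; human APE1 0.75 nM after 15 min room-temperature exposure to compound; kinetic three-point read at one-minute spacing.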
# POLI inh – qHTS for Inhibitors of Polymerase Iota; DNA polymerase iota (Homo sapiens), Q9UNA4; Pol iota fluorescent replication assay, 10 min; Potency, µM (series often up to 115 µM), without a hit: top-dose activity, negative = inhibition, hits mostly inhibitors; 390,000 tested, 1% active
#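 Pol iota at 10 nM preincubated 15 min with compounds at room temperature; reaction started with fluorescent substrate, 50 nM final. Fluorescence read kinetically at 0 and 10 min; buffer-only wells as negative control.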
# POLK inh – qHTS for Inhibitors of Polymerase Kappa. DNA polymerase kappa (Homo sapiens), Q9UBT6. purified Pol kappa, fluorescent DNA synthesis assay, 10 min. Potency, µM (top dose mostly 107 µM), without a hit: at the top dose activity, negative = inhibition, actives largely listed as inhibitors. 400,000 tested, 0.53% active; also: % is scaled to controls: 0 for no effect and ±100 for the full control effect
#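 Kinetic fluorescence readout at 0 and 10 min followed reaction start with substrate at 50 nM final. Beforehand, enzyme (10 nM Pol kappa) stood 15 min with compound at room temperature; buffer-only wells were negative controls.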
# POLH inh – qHTS for Inhibitors of Polymerase Eta; DNA polymerase eta (Homo sapiens), Q9Y253; recombinant Pol eta, fluorescent DNA replication assay; Potency, µM (doses to about 114 µM), inactives show at the highest dose activity change, negative = inhibition, actives largely listed as inhibitors; 390,000 tested, 1.2% active; AID 588591, 2011; also: % is scaled to controls: 0 for no effect and ±100 for the full control effect
# Target sequence (Q9Y253 whole entry, looked up): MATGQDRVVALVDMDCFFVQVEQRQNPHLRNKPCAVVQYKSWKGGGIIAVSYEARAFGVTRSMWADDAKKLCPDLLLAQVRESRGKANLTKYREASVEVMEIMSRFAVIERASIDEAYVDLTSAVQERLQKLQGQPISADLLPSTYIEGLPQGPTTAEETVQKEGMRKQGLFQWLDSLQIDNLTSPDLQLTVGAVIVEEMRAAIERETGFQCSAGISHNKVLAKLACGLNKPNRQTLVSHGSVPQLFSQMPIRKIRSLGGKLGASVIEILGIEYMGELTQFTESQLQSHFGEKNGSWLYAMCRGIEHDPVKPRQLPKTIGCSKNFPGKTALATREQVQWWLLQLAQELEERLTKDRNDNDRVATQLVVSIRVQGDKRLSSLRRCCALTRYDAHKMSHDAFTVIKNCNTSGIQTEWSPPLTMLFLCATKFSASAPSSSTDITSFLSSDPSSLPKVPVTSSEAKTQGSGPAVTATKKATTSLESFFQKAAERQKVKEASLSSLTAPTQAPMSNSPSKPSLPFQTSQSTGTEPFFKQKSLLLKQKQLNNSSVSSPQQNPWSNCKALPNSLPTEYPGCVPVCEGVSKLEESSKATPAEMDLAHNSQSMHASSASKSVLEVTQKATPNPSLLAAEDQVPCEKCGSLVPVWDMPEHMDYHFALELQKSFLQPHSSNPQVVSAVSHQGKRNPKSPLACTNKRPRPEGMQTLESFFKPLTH
#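 Fluorescent replication assay: 50 nM final substrate added after a 15 min room-temperature compound preincubation with 10 nM enzyme. Signal taken at 0 min and again at 10 min.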
# G9a block – qHTS Assay for Inhibitors of Histone Lysine Methyltransferase G9a | AID 504332, 2011 | Potency, µM (highest dose often 102 µM), inactives show at the top dose activity, negative = inhibition, hits mostly inhibitors | Histone-lysine N-methyltransferase EHMT2 (Homo sapiens), Q96KQ7 | G9a H3K9 monomethylation, AlphaScreen, 2 h | 350,000 tested, 8.8% active; also: % is scaled to controls: 0 for no effect and ±100 for the full control effect; nearly all actives have a fitted effect of over 75% in size
#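 Enzyme 20 nM + cpd, 15 min RT; add b-H3K9 pep 500 nM / SAM 20 uM; 2 h RT; anti-H3K9me1 Ab 0.5 ug/mL + SA donor / anti-rabbit acceptor beads 20 ug/mL each, 10 min; AlphaScreen read.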
# BAZ2B block – qHTS Assay for Inhibitors of BAZ2B; 360,000 tested, 4.4% active; Potency, µM (series often up to 114 µM), for inactives: at the top dose activity change, negative = inhibition, hits mostly inhibitors; AID 504333, 2011; Bromodomain adjacent to zinc finger domain protein 2B (Homo sapiens), Q9UIF8; AlphaScreen BAZ2B-H3K14Ac peptide displacement; also: % is scaled to controls: 0 for no effect and ±100 for the full control effect; nearly all actives have a fitted effect of over 60% in size
#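 Compounds, titrated to a top concentration of 110 uM, were incubated 30 min at room temperature with preformed BAZ2B/acetyl-K14 H3 peptide complex (50 nM each). Proximity signal was measured by AlphaScreen after 20 min with beads.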
# Pol beta inh – qHTS Assay for Inhibitors of DNA Polymerase Beta | P06746 | Pol beta primer extension/strand displacement, fluorescence kinetic | Potency, µM (doses to about 114 µM), for the others: top-dose activity change, negative = inhibition, most hits filed as inhibitors | 340,000 tested, 1.3% active | AID 485314, 2010; also: % is scaled to controls: 0 for no effect and ±100 for the full control effect
#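 Curves were derived by four-parameter Hill fits of normalized qHTS data. The kinetic fluorescent primer-extension read was taken at 0 and 10 min after 50 nM substrate, following a 15 min room-temperature preincubation of 10 nM enzyme with compounds.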
# Starred values were filed as active, the others as inactive; u = inconclusive; x = not tested or not shown; [ ] = dose if it differs, or a comment. Calls follow the shape of the dose curve; as a rule, active = well fitted curve in the direction sought with a large enough effect; inconclusive = small, poorly fitted or top-dose-only effect, or another doubt; inactive = no such curve, though single readings can be large; an effect the other way counts as inactive or inconclusive. Potency is read from the fitted curve at half-maximal effect. These rows are one share of the data; count on the stated rates, not on these rows.
# A first look, two compounds:
Structure | BLM inh | JMJD2A Tudor inh | APE1 inh | POLI inh | POLK inh | POLH inh | G9a block | BAZ2B block | Pol beta inh
CCOCCn1c(N(C)Cc2ccccc2)nc2c1c(=O)[nH]c(=O)n2C | -1% | -21% | 0% | 7% | -1% | 4% | 15%[59 µM] | 15% | -7%
COc1ccc(NC(=O)N2CCCc3ccccc32)cc1OC | -5% | -10% | -5% | 26% | -6% | -18% | -7% | -12% | 51%

# The listing, previewed entries included:
Structure | BLM inh | JMJD2A Tudor inh | APE1 inh | POLI inh | POLK inh | POLH inh | G9a block | BAZ2B block | Pol beta inh
CCOCCn1c(N(C)Cc2ccccc2)nc2c1c(=O)[nH]c(=O)n2C | -1% | -21% | 0% | 7% | -1% | 4% | 15%[59 µM] | 15% | -7%
COc1ccc(NC(=O)N2CCCc3ccccc32)cc1OC | -5% | -10% | -5% | 26% | -6% | -18% | -7% | -12% | 51%
CNC(=S)Nc1cccc(C(C)=O)c1 | 2% | -4%[11.4 µM] | -1% | 47%[activator] | -11% | 12% | -17% | -17% | -1%
O=[N+]([O-])c1ccc(COP(=O)(O)OCc2ccc([N+](=O)[O-])cc2)cc1 | x | 7% | x | 54%[activator] | 1% | -19% | x | x | x
C=CCNC(=O)NC(=O)COC(=O)/C(C#N)=C/c1cc(C)n(CCC(C)C)c1C | -3% | -16% | 23% | -2%[58.9 µM] | 0% | -14% | 17%[59 µM] | -1% | 3%
Cc1ccccc1-n1nc2c(c1NC(=O)c1cccc(F)c1)CS(=O)C2 (stereo not given) | -1% | -10% | -2% | 32%[activator] | 13% | -3% | 50µM* | 9% | 25%
O=C(Nc1ccc(C(=O)O)cc1)/C(=C\c1ccccc1)NC(=O)c1ccccc1 | -1% | -4% | 12% | 3% | -6% | -10% | 5% | -14% | -1%
Cc1sc(NC(=O)c2ccco2)c(C(c2cccnc2)N2CCC(C)CC2)c1C (stereo not given) | -12% | u | -5% | -7% | -9% | -22% | u | -34% | 0%
COc1ccccc1Nc1nc(C)nc2c1oc1ccccc12 | -17% | u | -9% | u | -14% | u | 6%[0.501 µM] | u | -20%
COc1ccc(C(CC(=O)N2CCCC2)C(C)C)cc1 (stereo not given) | -3% | -2% | -8% | 4% | -16%[60.1 µM] | 5% | 26% | -7% | 6%
O=C1Nc2ccc([N+](=O)[O-])cc2C1(O)N1CCCCCC1 (stereo not given) | -3% | -10% | 3% | 2% | 5% | 0% | -6% | -21% | 0%
COCCCNC(=O)CN(CCc1ccccc1)S(=O)(=O)c1ccccc1 | 0% | -8% | -2% | 13% | -4% | -8% | -3% | -2% | 16%
CCOCCn1c(SCc2c(F)cccc2Cl)nc2c1c(=O)[nH]c(=O)n2C | 1% | -14% | -1% | -12% | 3% | -6% | 10%[59 µM] | 0% | 15%
COc1ccccc1-n1c([S-])c(C(=O)Nc2ccccc2C(F)(F)F)[n+]2ccc(C(=O)NCCO)cc12 | -7% | u | u | 23% | -7% | -15% | 20µM* | -19% | 1%
CCn1cc(/C=C(\NC(=O)c2ccccc2)C(=O)NCCCN2CCOCC2)c2ccccc21 | 2% | -7% | 54%[activator] | 41%[activator] | -3% | -14% | 1% | -26% | -10%

# The final 2 compounds of the part above open the next one.
Structure | BLM inh | JMJD2A Tudor inh | APE1 inh | POLI inh | POLK inh | POLH inh | G9a block | BAZ2B block | Pol beta inh
COc1ccccc1-n1c([S-])c(C(=O)Nc2ccccc2C(F)(F)F)[n+]2ccc(C(=O)NCCO)cc12 | -7% | u | u | 23% | -7% | -15% | 20µM* | -19% | 1%
CCn1cc(/C=C(\NC(=O)c2ccccc2)C(=O)NCCCN2CCOCC2)c2ccccc21 | 2% | -7% | 54%[activator] | 41%[activator] | -3% | -14% | 1% | -26% | -10%
Cc1ccc(-c2cc(C(F)F)n3ncc(C(=O)N4CCN5CCCC5C4)c3n2)cc1 (stereo not given) | 7% | -14% | 12% | 3% | -13% | -9% | -34%[12.7 µM] | -2% | 14%
CCOC(=O)C1=C(C)Nc2nc(C)nn2C1c1ccc(OC)c(OC)c1 (stereo not given) | 5% | 4% | 29% | -9% | 18% | -14% | u | -5% | 6%
CCC(C(=O)OC)n1cnc2c(nnn2-c2cccc(OC)c2)c1=O (stereo not given) | -3% | -11% | -14% | 15% | -7% | -19% | 4% | 7% | 43%
COC(=O)CN1C(=O)C(O)(c2c(C)[nH]c3ccccc23)c2ccccc21 (stereo not given) | 1% | -16% | x | 20% | -14%[60.1 µM] | -9% | 8%[59 µM] | 32%[activator] | 10%
CN(C)c1ccc(C(=S)N2CCN(S(=O)(=O)c3ccccc3)CC2)cc1 | -6% | 5% | -13% | u | -23% | -14% | 13µM* | u | -2%
COc1cccc(-c2cc(C(=O)Nc3ccc([N+](=O)[O-])cn3)c3ccccc3n2)c1 | 1% | -19% | 1% | 15% | -5% | -5% | 7.9µM* | u | -16%
Cc1ccc2cccc(OCC(=O)c3cc(C)n(Cc4ccco4)c3C)c2n1 | 0% | x | -2% | x | x | x | u | -36% | 11µM*
O=C(CCc1ccccc1)Nc1nc2n(n1)C(c1ccccc1)CC(=O)N2 (stereo not given) | -4% | -14% | 0% | 8% | -2% | -2% | 22%[59 µM] | x | -26%
CCOc1ccc(C(C(=O)NC2CCCC2)N(Cc2ccccc2)C(=O)c2nsc(Cl)c2Cl)cc1 (stereo not given) | -10% | -9% | -4% | 22% | 4% | u | 22%[59 µM] | 4% | u
COc1ccc(O)c(/C=N/NC(=O)CCC(=O)Nc2cccc(C)c2)c1 | -6% | -15% | 17% | 2% | -16% | -2% | 18% | 2% | -1%
CC1(C2(O)CC(c3ccccc3)ON2)CCCCC1 (stereo not given) | -7% | x | 4% | x | x | x | 40µM* | 42%[activator] | 3%
COc1cccc(N2CCN(C(=O)CN(c3cc(C)cc(C)c3)S(=O)(=O)c3c(C)noc3C)CC2)c1 | -8% | 13% | -12% | 14% | 0% | -21% | x | u | 27%
O=C(Nc1ccc(S(=O)(=O)Nc2ncccn2)cc1)c1nn(Cc2ccccc2)c(=O)c2ccccc12 | -27% | -3% | 8% | u | -19% | 79µM* | u | 0% | u
COC(=O)c1cc(=O)nc2sc(-c3ccccc3)nn12 | 0% | -1% | 1% | -25% | -11% | -7% | 3% | 5% | 23%
Cc1ccc(C)c(N/N=C2\CCCNC2=O)c1 | -5% | u | 3% | u | -10% | -8% | u | u | 26%
COc1ccc(-c2nc(CN3CCN(c4ncccn4)CC3)c(C)o2)cc1C | -6% | -29% | 7% | 31%[activator] | -9% | -15% | 12% | -4% | 0%
COc1ccc(C(=O)N2CCN(S(=O)(=O)c3ccc(Cl)cc3)CC2)cc1OC | 0% | -22% | -2% | 43%[activator] | -6% | -12% | 20%[12.7 µM] | 3% | 3%
C/C(=N/O)c1no[n+]([O-])c1/C(C)=N\O | 2% | -5% | 11% | u | 1% | -3% | x | 3% | 20%
COc1ccc(S(=O)(=O)Nc2ccccc2C(=O)Nc2nc(-c3ccc(F)cc3)cs2)cc1OC | -8% | u | -6% | -16% | -5% | u | u | u | 4%
N#Cc1ccc(-n2nccc2-c2cnc3n(c2=O)CCS3)cc1 | 1% | 50µM* | -1% | u | -12% | -1% | -7%[12.7 µM] | 8% | u
CCN(CC)S(=O)(=O)c1ccc(N2CC(C(=O)Nc3cccc(C(=O)NC4CC4)c3)CC2=O)cc1 (stereo not given) | x | -12% | x | -16% | -10% | 12% | x | x | x
CC(CCc1ccccc1)NC(=O)CN1CCN(Cc2ccc(Cl)cc2)C1=O (stereo not given) | 0% | -6% | -4% | 16% | -3% | -17% | 19% | -3% | 13%
O=C(CSc1nc2c(c(=O)[nH]1)CCC2)Nc1ccc(F)cc1 | -3% | -21% | 9% | 36%[activator] | -2% | -20% | -6% | -17% | 16%
CCCCN(C(=O)c1ccc(OC(F)(F)F)cc1)c1c(N)n(CCC)c(=O)[nH]c1=O | -2% | 7% | 0% | 22% | -1% | 9% | 1% | -15% | -1%
CCN1CCN(C(=O)C2CCCN(c3ncnc4c3nc3n4CCCCC3)C2)CC1 (stereo not given) | 2% | -2% | -8% | 18% | -16% | 4% | -8%[0.0925 µM] | -7% | 6%
O=C(CCNC(=O)c1ccco1)Nc1ccc(N2CCOCC2)cc1 | -1% | -28% | -2% | 150%[activator] | -1% | -19% | -1% | 0% | -14%
COc1ccc(C/C(N)=N/n2cnnc2)cc1Cl | 2% | 12% | 0% | 3% | -5% | -4% | -4%[59 µM] | -5% | 4%
COc1ccc(COC(=O)C2CCN(C(=O)c3ccc(Cl)cc3)CC2)cc1F | x | 2% | 9% | 13% | 12% | -14% | 12%[2.33 µM] | 2% | x
O=C1CSC(=Nc2ccc(O)cc2)N1 | -1% | -5% | 40% | 13% | -4% | -1% | 7% | -13% | 0%
COc1nccnc1NS(=O)(=O)c1ccc(NC(=S)NC(=O)c2cccnc2)cc1 | 3% | -13% | 10% | 6% | 7% | -20% | 50µM* | u | 17%
CCOC(=O)c1ccc(N2C(=O)C3CCCN3C2=S)cc1 (stereo not given) | x | -25% | 20% | -9% | -7% | -13% | 1%[12.7 µM] | 2% | x
Cc1ccc(S(=O)(=O)N2CCOCC2)cc1C(=O)NCCc1ccc(Cl)cc1 | x | -8% | 13% | 26% | -6% | 0% | x | x | x
CC(C)C12CN3CC(C(C)C)(CN(C1)C3c1ccc(Cl)cc1)C2=O (stereo not given) | -4% | 22% | x | 30%[activator] | -13% | -20% | -4%[59 µM] | 4% | -3%
O=C(COc1ccccc1[N+](=O)[O-])N1CCC(Cc2ccccc2)CC1 | -1% | -5%[11.4 µM] | -4% | 97%[activator] | -12% | -21% | u | x | -3%
O=C(COc1ccc(F)cc1)N(Cc1ccc(Cl)cc1)C1CCS(=O)(=O)C1 (stereo not given) | -3% | -5% | -24% | 16% | 1% | -7% | 6% | -11% | -14%
